From PubChem
S1P1 ag pot: activates or potentiates agonism at human S1P1 receptor; AID 449; activation, % at 9.5 µM; S1P1 CRE-bla cells, forskolin, beta-lactamase FRET, potentiator mode; S1P1 agonist co-added at EC20, 2 nM; 100% = saturating reference agonist, 0% = basal; 56,000 compounds, 0.57% hits;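 active = activation above a cutoff set at the mean activation of all tested compounds plus 3 SD, cut at about 54% in these data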;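 note: forskolin at 4 µM as EC80 and the EC20 agonist is SEW2871; 100% = SEW2871 at its EC100 plus forskolin at EC80; some compounds past the cut are filed as inactive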
Abs 340nm: compound absorbs light at 340 nm; compound absorbance at 340 nm, fold over control; fold change at 10 µM; 65,000 tested, under 10 active; AID 708;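 active = at 10 µM dose, initial 340 nm absorbance at least 2 fold that of control wells; inactive = change under 2 fold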;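 note: initial absorbance extrapolated from kinetic A340 decline of NADH oxidation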
HTR1E antagonist: 5-HT1E (human) receptor antagonism; CHO 5-HT1E Ga15 NFAT-bla reporter, FRET, antagonist; inhibition, % at 6 µM; P28566; 65,000 compounds, 0.99% hits;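 active = inhibition above a set limit, the mean inhibition across every tested compound plus 3 SD, cut at about 29% in these data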;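 note: signal is the 460 over 535 nm emission ratio of beta-lactamase substrate; 0% = agonist plus DMSO wells and 100% = wells without agonist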
Autofluor 339: intrinsic fluorescence of library compounds, ex339/em460 – biochemical, MLSMR library, data from DPM-DC assay, artefact control, profiling panel; 65,000 compounds, 5.5% hits; compound autofluorescence, ex339/em460 nm, NADH buffer; hits give high values; 1 = no-compound wells, NADH background; AID 709; fluorescence fold increase at 10 µM;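 active = at 10 µM, mean starting fluorescence two-fold or more over control wells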;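 note: signal is the first read of a kinetic run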
5HT1a antag: antagonists of human 5-HT1a serotonin receptor | CHO 5-HT1a Ga15 NFAT-bla reporter, antagonist mode | P08908 | 62,000 compounds, 0.68% hits | inhibition, % at 10 µM;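 active = inhibition above the mean of all tested compounds plus 3 SD, cut at about 43% in these data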;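 note: receptor stimulated by 5-CT agonist at 100 nM near EC80; beta-lactamase reporter measured by ratiometric fluorescence of a cleavable substrate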
Target sequence (P08908 whole entry, looked up): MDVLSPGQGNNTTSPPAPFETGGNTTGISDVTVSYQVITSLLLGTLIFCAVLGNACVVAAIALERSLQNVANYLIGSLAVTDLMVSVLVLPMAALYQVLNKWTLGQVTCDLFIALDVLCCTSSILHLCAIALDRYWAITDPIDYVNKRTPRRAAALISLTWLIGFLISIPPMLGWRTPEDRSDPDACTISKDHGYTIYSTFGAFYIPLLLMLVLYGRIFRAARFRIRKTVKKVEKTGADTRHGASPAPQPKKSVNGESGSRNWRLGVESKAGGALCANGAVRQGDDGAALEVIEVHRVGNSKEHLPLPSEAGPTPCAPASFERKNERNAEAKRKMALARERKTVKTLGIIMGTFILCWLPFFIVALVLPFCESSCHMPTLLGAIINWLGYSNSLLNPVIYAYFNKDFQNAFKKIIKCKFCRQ
Her2 expr inh: lowers expression of human Her2 kinase | P04626 | SKBR-3 HER2 protein level, AlphaScreen, 18-24 h; hits give low values | HER2 level % of control, % at 10 µM | 65,000 compounds, 0.69% hits;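 active = HER2 level under 5% of the carrier-only control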;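 note: 100% = DMSO carrier and 0% = 500 nM PU-H71 HSP90 inhibitor; lower value means stronger loss of Her2 protein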
S1P3 agonist: activates the human S1P3 receptor; S1P3 NFAT-BLA reporter cells, agonism, FRET ratio; relative to 1 µM S1P, basal subtracted; AID 373; activation, % at 4.5 µM; 60,000 compounds, 0.1% hits;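 active = activation above the screen-wide mean plus 3 SD, cut at about 4.5% in these data, passing the limit was not always enough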; note: some compounds called inactive have numbers as strong as hits
Target sequence (Q99500 whole entry, looked up): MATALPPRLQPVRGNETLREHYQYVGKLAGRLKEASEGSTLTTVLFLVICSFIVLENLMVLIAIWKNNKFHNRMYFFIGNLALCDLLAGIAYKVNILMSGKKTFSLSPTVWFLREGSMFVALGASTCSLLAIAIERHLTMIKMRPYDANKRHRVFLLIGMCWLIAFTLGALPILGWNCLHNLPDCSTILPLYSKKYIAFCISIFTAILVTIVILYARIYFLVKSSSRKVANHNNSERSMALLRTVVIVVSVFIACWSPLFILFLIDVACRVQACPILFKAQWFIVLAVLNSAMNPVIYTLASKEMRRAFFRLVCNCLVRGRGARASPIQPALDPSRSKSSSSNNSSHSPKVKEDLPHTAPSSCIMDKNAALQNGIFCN
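Assay system: CHO cells stably expressing human S1P3, Gα16 and NFAT-β-lactamase reporter. Timing: overnight plating, 4 h compound 37 °C, 2 h substrate RT. Signal: β-lactamase FRET emission ratio 460/535 nm. Measure: percent activation versus median 1 µM S1P response, basal-subtracted, per plate. Repeats: primary screen single test, confirmation screen in triplicate.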
MMP13 inh: blocks human MMP13 activity | 65,000 compounds, 0.07% hits | inhibition, % at 4 µM | P45452 | MMP-13 fTHP FRET cleavage, Mca fluorescence;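 active = inhibition above the mean of compound-free control plate wells plus 3 SD, cut at about 14% in these data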;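 note: 0% = DMSO wells and 100% = wells with reference MMP-13 inhibitor after basal subtraction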
5HT1E ag: agonists of human 5-HT1E serotonin receptor; 65,000 compounds, 0.69% hits; P28566; activation, % at 6 µM; CHO 5-HT1E Ga15 NFAT-bla reporter, FRET; 0% DMSO wells, 100% control agonist wells;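 active = activation above a set limit, the screen-wide mean activation plus 3 SD, cut at about 8.5% in these data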;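 note: 100% = positive control agonist at 1 µM giving full maximal response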
An asterisk follows results filed as active; nt = not tested or not shown; [ ] = another dose, or the depositor's remark.

Results follow in this order: S1P1 ag pot | Abs 340nm | HTR1E antagonist | Autofluor 339 | 5HT1a antag | Her2 expr inh | S1P3 agonist | MMP13 inh | 5HT1E ag
CCc1ccc(NS(=O)(=O)c2cccs2)cc1
    nt | 1 | -9 | 1.1 | 16 | 147 | -1.2 | 6 | -0.5
CCN1CCCC1CNC(=O)c1cn(C)c2ccc(S(=O)(=O)N3CCCCCC3)cc2c1=O (configuration not stated)
    0 | 1 | 6 | 1.1 | -1 | 121 | 0.2 | -5 | 0.1
N#Cc1cccc(-c2cn(S(=O)(=O)c3ccc(Cl)cc3)nc2N)c1
    nt | 1 | 2 | 1.1 | 8 | 108 | 0.0 | 2 | 0.0
O=C(c1cnn2ccccc12)N(Cc1ccco1)C1CCCC1
    -8 | 1 | 10 | 1.1 | 14 | 88 | 0.0 | -6 | 0.1
Cc1ccc(-n2ncc3c(=O)n(CC#N)cnc32)cc1
    -16 | 0.98 | -1 | 1.1 | 6 | 136 | -1.2 | -3 | -0.2
Cn1c(=O)c2cn(-c3ccc4c(c3)OCCO4)cc2n(C)c1=O
    11 | 1 | -4 | 1.8 | 1 | 91 | -0.4 | -8 | -0.1
N#Cc1c(-c2ccccc2)nc(SCc2nc(N)nc(N3CCCCC3)n2)[nH]c1=O
    -6 | 0.99 | -3 | 1 | -10 | 108 | 1.3 | 4 | 0.1
Cc1ccc(S(=O)(=O)CC(=O)N2CCCCCC2)cc1
    nt | 0.99 | 0 | 1 | 8 | 99 | nt | 3 | 0.1
CCOc1ccc(Nc2nc3c(c(=O)[nH]2)CCC3)cc1
    16 | 1 | -10 | 1.2 | -10 | 78 | -0.1 | -2 | 0.3
CCCCOCCCNS(=O)(=O)Cc1ccccc1
    -17 | 1 | 2 | 1.1 | 0 | 134 | -0.6 | 0 | 0.5
CCC(C)NC(=O)C1CCN(S(=O)(=O)N2CCCC2)CC1 (configuration not stated)
    8 | 1 | 3 | 1.1 | 10 | 94 | -0.4 | 1 | -0.7
O=C(CCN1CCN(c2ccccc2F)CC1)Nc1ccc2c(c1)OCO2
    -5 | 1 | 0 | 1.4 | 84* | 107 | -0.1 | 0 | -0.5
c1ccc(-c2nc3cc(Oc4ccc5oc(-c6ccccn6)nc5c4)ccc3o2)nc1
    -18 | 1 | -8 | 1.8 | -9 | 117 | -1.1 | -57[fluorescence artefact?] | -0.1
CCCNS(=O)(=O)c1ccc(CCC(=O)NCc2cccnc2)cc1
    nt | 1 | -5 | 1 | 2 | 79 | nt | 4 | 0.7
Cc1ccc(NC(=O)N2CCCC2C(=O)NCCc2ccccc2)cc1 (configuration not stated)
    -5 | 1 | -3 | 1.1 | 13 | 98 | -1.9 | -2 | 0.1
O=C(Cn1ncc2c(=O)oc3ccccc3c21)Nc1nc2ccccc2s1
    -25 | 0.98 | 0 | 1 | -5 | 72 | -1.0 | 0 | -0.3
COCCN1Cc2cccc(C(=O)Nc3ccc(S(=O)(=O)N4CCCCC4)cc3)c2C1=O
    -3 | 0.98 | 16 | 1.2 | -5 | 90 | 0.4 | -8 | 0.6
Cc1ccc(-c2noc(CSc3nnnn3-c3ccccc3)n2)cc1
    18 | 1 | 4 | 1.1 | 3 | 102 | -1.4 | 5 | -0.8
CCC(=O)NC1(C(F)(F)F)C(=O)Nc2c1c(=O)n(C)c(=O)n2C (configuration not stated)
    -1 | 1.1 | 7 | 1.1 | 11 | 90 | -0.9 | -5 | -1.1
CN(Cc1ccccc1)C(=O)CCS(=O)(=O)c1ccc2c(c1)n(C)c(=O)c(=O)n2C
    -13 | 1.1 | -9 | 1.4 | 4 | 101 | -0.8 | -5 | -0.6
COc1ccc(CNC(=O)CN(c2cc(C)cc(C)c2)S(=O)(=O)c2c(C)noc2C)cc1
    -26 | 1 | -7 | 1.1 | -7 | 94 | 1.4 | -1 | 0.6
Cc1nn(-c2ccc(C(=O)O)cc2)c(=O)c2ccccc12
    2 | 1 | -1 | 1.1 | 7 | 124 | -2.5 | -8 | -0.3
CCOc1ccccc1/C=c1\sc2ncnn2c1=O
    -7 | 0.98 | -1 | 1.1 | 3 | 61 | -0.3 | 4 | -0.1
CC(C(=O)NC1CCCC1)N(Cc1ccc2c(c1)OCO2)C(=O)c1snc(C(N)=O)c1N (configuration not stated)
    -9 | 1.1 | -3 | 1.7 | 7 | 150 | -0.8 | -9 | 0.1
O=C(O)Cn1cc2c(n1)CCCCC2
    -7 | 0.97 | -3 | 1.1 | -7 | 114 | 0.6 | -1 | 0.0
CCN(CC)S(=O)(=O)c1ccc2oc(C(=O)NCc3ccc(F)cc3)c(C)c2c1
    nt | 1 | 10 | 1.1 | 8 | 41 | nt | 2 | 1.5
CSCCC(NS(=O)(=O)c1ccc2c(c1)OCCO2)C(=O)NCCc1ccccn1 (configuration not stated)
    -2 | 0.99 | -11 | 1.1 | -10 | 114 | 1.4 | -1 | -0.9
Cc1cccc(N2C(=O)CC(N3CCN(C(=O)c4ccccc4)CC3)C2=O)c1 (configuration not stated)
    -1 | 1 | 14 | 1 | -2 | 115 | -1.1 | 0 | -0.2
CCOC(=O)CSc1nnc([C@H](Cc2ccccc2)NC(=O)OC(C)(C)C)o1
    -6 | 1 | -9 | 1.1 | -17 | 79 | 0.0 | -3 | 0.4
Cc1nnc(NC(=O)CSc2nnc(Cc3cccn3C)n2-c2ccccc2)s1
    7 | 1 | -2 | 1.1 | 2 | 107 | -1.8 | 4 | 0.2
CCSCCC(NC1=CC(=O)CC(C)(C)C1)C(=O)O (configuration not stated)
    -23 | 0.99 | -6 | 1 | -10 | 78 | 0.8 | 1 | 0.3
Cc1onc(-c2ccccc2)c1C(=O)Nc1ccc(OC(C)C)cc1
    25 | 1 | 25 | 1 | 8 | nt | 0.3 | -1 | -0.2
O=C(/C=N/O)NCCCn1ccnc1
    2 | 0.98 | -14 | 1.1 | 0 | 96 | -1.3 | 1 | 1.9
Cc1nc2ccc(S(=O)(=O)NCC(=O)N(C)Cc3ccco3)cc2s1
    -7 | 0.98 | 8 | 1 | -3 | 136 | -0.4 | 6 | -0.9
Cc1occc1C(=O)OCC(=O)Nc1ccc(F)cc1
    6 | 0.99 | 10 | 1.1 | nt | 97 | -4.5 | 1 | -0.1
O=C(Nc1ccc2c(c1)OCO2)C1CCCN1C(=O)NCc1ccccc1 (configuration not stated)
    9 | 0.98 | -1 | 1.1 | -13 | 114 | 1.3 | 1 | 0.5
Cc1ccc(-n2ncc3c(=O)n(CC(=O)NCc4ccco4)cnc32)cc1
    6 | 0.98 | 4 | 1 | 2 | 117 | -0.2 | -12 | 0.2
CCOC(NC(=O)c1ccccc1)C(NC(=O)c1ccccc1)OCC (configuration not stated)
    -1 | 1 | -1 | 1.1 | 5 | nt | -0.2 | -4 | -0.3
O=C(Cn1cnc2ccccc2c1=O)OCCCCN1C(=O)c2ccccc2C1=O
    -8 | 0.99 | -11 | 1.1 | -4 | 143 | -0.2 | -9 | 0.5
Nc1ccc(C2CCCc3nonc32)c2nonc12 (configuration not stated)
    11 | 0.99 | 2 | 1.1 | 12 | 78 | -0.9 | 4 | 0.0
Nc1nonc1OCCc1ccccc1
    25 | 1 | -10 | 1.1 | nt | 102 | -2.7 | 5 | -0.7
Cc1cc(CNC(=O)Cc2c(F)cccc2Cl)nn1C
    -3 | 1 | 9 | 1.1 | 3 | 67 | -0.9 | -2 | -2.5
O=C(Nc1cccc(F)c1)c1cccnc1N1CCOCC1
    -7 | 0.98 | -4 | 1 | 6 | 114 | -0.5 | -5 | -0.1
CS(=O)c1nc(-c2ccc(Br)cc2)cc(-c2ccccc2)c1C#N (configuration not stated)
    -30 | 1.1 | 43* | 1.2 | 81* | -22* | -0.8 | 2 | 1.7
O=c1c2c3nc4ccccc4nc3n(-c3ccc4c(c3)OCCO4)c2ncn1CC1CCCO1 (configuration not stated)
    0 | 1.1 | -8 | 1.3 | -30 | 90 | 0.8 | -4 | 1.1
c1ccc(-c2nc(N3CCCCCC3)c3ccccc3n2)nc1
    -5 | 1.1 | 9 | 1.1 | 10 | 43 | -0.7 | -11 | 0.7
CSC(=NS(=O)(=O)c1ccc(C)cc1)SC
    -1 | 1 | 3 | 0.87 | 3 | 87 | -0.1 | 4 | 0.2
COc1ccc(OCC(=O)Nc2cc(-c3nn4c(C)nnc4s3)ccc2C)cc1
    -9 | 1 | 10 | 1.1 | 1 | nt | -0.5 | 5 | 0.4
CCOC(=O)CSC1=C(C#N)C(c2ccccc2Cl)C(C(=O)OC)C(=O)N1 (configuration not stated)
    nt | 1.1 | 0 | 1.1 | -4 | 89 | -0.8 | 0 | 0.8
CC1=C(C(=O)N2CCOCC2)C(c2cc(C)cs2)NC(=O)N1 (configuration not stated)
    nt | 1 | -4 | 1.1 | -26 | 98 | nt | 0 | -0.1
COCCn1c(=S)[nH]c2cc(C(=O)N3CCN(Cc4ccc5c(c4)OCO5)CC3)ccc2c1=O
    10 | 1.1 | 14 | 1 | 1 | 63 | -0.2 | 1 | -0.3
CCCCc1n[nH]c2c1C(=O)CC(C)(C)C2
    -4 | 0.99 | -18 | 1 | -9 | 55 | 0.5 | 4 | 0.3
CC1(C)C2CCC1(CS(=O)(=O)NCc1ccc(C(=O)O)cc1)C(=O)C2 (configuration not stated)
    14 | 0.99 | 8 | 1 | 2 | 72 | -0.2 | -4 | -0.1
COc1cccc(C(=O)Nc2c(C)n[nH]c2C)c1
    nt | 1 | -2 | 1.1 | 11 | 38 | -1.0 | 4 | -1.1
CN(C)CC(C)(C)NS(=O)(=O)c1ccc(Cl)cc1
    -23 | 1 | 4 | 1.2 | -7 | 90 | -0.9 | 11 | 0.9
CCCCCCNC(=O)C(C#N)c1nc2ccccc2nc1N1CCCC1 (configuration not stated)
    22 | 1.1 | -6 | 1.9 | 7 | 105 | -2.0 | -9 | -0.8
O=C(O)c1ccc2c(c1)C(=O)N(Cc1ccccc1)C2=O
    -13 | 1.1 | -10 | 1.1 | -1 | 96 | 1.1 | 0 | 0.0
COc1cccc(-c2csc(N3CCN(C(=O)Nc4ccccc4OC)CC3)n2)c1
    5 | 0.96 | -6 | 1.1 | -5 | 79 | -0.3 | 1 | -0.2
COc1cccc(-c2cc(C(=O)Nn3cnnc3)c3ccccc3n2)c1
    -25 | 1.1 | -17 | 1.3 | -1 | 123 | -0.4 | 4 | 1.4
Cc1ccc(Cn2ccc(NC(=O)c3cc(C(C)C)on3)n2)cc1
    9 | 1 | -5 | 1.1 | -5 | 91 | -0.4 | 1 | 0.2

Outcome played no part in choosing rows; 8.5% or so of the library scored in one or more.
